M1 antagonist = antagonists of rat M1 muscarinic receptor; Muscarinic acetylcholine receptor M1 (Rattus norvegicus), P08482; CHO-M1 cells, Fluo-4 calcium, ACh EC80 antagonist mode; hits give low values; B-score at 10 µM; actives 3.4% (n = 64,000); AID 628, 2007;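 active = calcium fluorescence response, raw or row-and-column corrected B-score, differing from the plate sample mean either way at a set confidence level, mostly lower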
Ec RNAP inh = E. coli RNAP inhibitors, biochemical; E. coli RNA polymerase, fluorescence transcription assay; DNA-directed RNA polymerase subunit beta (Escherichia coli (strain K12)), P0A8V2; inhibition, %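 (tested at 10 µM)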; actives 0.2% (n = 62,000); in the data active = inhibition above about 20%;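 note: 0% = enzyme without compound and 100% = no enzyme blank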
M1 ag = M1 muscarinic receptor agonists, primary screen, CHO-M1 cells, Fluo-4 calcium, agonist mode. AID 626, 2007. actives 3% (n = 64,000). Muscarinic acetylcholine receptor M1. B-score at 10 µM. Fluo-4 calcium fluorescence; hits give high values;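 active = fluorescence rise, raw or as B-score row- and column-corrected plate score, outside the 99.7% band of its plate's samples, either direction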
Fluor 339 460 = intrinsic fluorescence of library compounds, ex339/em460 – biochemical, MLSMR library, data from DPM-DC assay, artefact control, profiling panel; compound autofluorescence, ex339/em460 nm, NADH buffer; hits give high values; 1 = no-compound wells, NADH background; actives 5.5% (n = 65,000); AID 709, 2007; fluorescence fold increase at 10 µM;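 active = at 10 µM, mean starting fluorescence two-fold or more over control wells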;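 note: signal is the first read of a kinetic run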
Ecoli tolC = growth inhibitors of E. coli tolC mutant, primary screen, strain BW25113 ΔtolC::kan, 384-well | growth inhibition, % at 10 µM (by protocol) | AID 573, 2007 | OD615 | actives 2.2% (n = 65,000);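 active = growth inhibition at or above a cutoff equal to the mean over every tested compound plus 3 SD, cut at about 60% in these data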;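 note: growth measured after 20 h incubation at 37 °C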
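Test system: tolC-deleted E. coli BW25113 | Medium: LB with kanamycin 50 µg/mL | Compound dosing: Single concentration, 10 µM final per compound | Schedule: 37 °C, 20 h exposure | Measured by: OD at 615 nm | Evaluation: Percent growth inhibition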
RORA act = activators of orphan receptor RORA, primary screen, cell-based, luminescence; Nuclear receptor ROR-alpha (Homo sapiens), P35398; CHO-K1 Gal4-RORA LBD luciferase reporter; percent increase over mock-subtracted basal signal; activation, % at 10 µM; actives 1.5% (n = 65,000);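 active = activation above the mean of all tested compounds plus 3 SD, cut at about 49% in these data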;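 note: 0% = DMSO-treated RORA cells and 100% = added signal equal to DMSO minus mock-transfected cells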
Target sequence (P35398 whole entry, looked up, the tested form may be a part): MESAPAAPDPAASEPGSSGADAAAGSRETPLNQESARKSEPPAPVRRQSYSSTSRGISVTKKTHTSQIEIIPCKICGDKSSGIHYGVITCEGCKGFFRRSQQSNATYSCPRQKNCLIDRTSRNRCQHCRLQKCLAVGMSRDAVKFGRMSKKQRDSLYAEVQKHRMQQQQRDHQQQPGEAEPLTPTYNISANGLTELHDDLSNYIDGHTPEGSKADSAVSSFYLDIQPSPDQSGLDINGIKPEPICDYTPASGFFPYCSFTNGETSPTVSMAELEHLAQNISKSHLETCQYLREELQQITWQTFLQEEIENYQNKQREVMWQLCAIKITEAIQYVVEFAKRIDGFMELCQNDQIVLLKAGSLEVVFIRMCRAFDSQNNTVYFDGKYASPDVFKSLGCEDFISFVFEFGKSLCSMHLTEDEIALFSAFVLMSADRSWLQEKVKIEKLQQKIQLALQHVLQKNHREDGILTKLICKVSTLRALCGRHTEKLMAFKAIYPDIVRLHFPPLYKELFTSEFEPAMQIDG
TNAP act DEA = human TNAP enzyme activators, primary screen, biochemical, luminescent, intermediate phosphate acceptor level; 64,000 tested, under 10 active; purified TNAP, CDP-star luminescence, 100 mM DEA, 30 min; hits give high values; scale: 0 levamisole-inhibited, 1 vehicle-only enzyme; activation factor at 20 µM; AID 813, 2007;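 active = activation factor of at least 2 at 20 µM, relative to controls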
SF1 activator = activators of human SF-1, primary screen, cell-based, CHO-K1, Gal4-SF-1 LBD, luciferase luminescence. Steroidogenic factor 1 (Homo sapiens), Q13285. CHO-K1 Gal4-SF-1 LBD luciferase reporter; % increase over DMSO SF-1-specific signal. activation, % at 10 µM. actives 1.9% (n = 65,000);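 active = activation above the mean activation of all tested compounds plus 3 SD, cut at about 50% in these data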
Target sequence (Q13285 whole entry, looked up, the tested form may be a part): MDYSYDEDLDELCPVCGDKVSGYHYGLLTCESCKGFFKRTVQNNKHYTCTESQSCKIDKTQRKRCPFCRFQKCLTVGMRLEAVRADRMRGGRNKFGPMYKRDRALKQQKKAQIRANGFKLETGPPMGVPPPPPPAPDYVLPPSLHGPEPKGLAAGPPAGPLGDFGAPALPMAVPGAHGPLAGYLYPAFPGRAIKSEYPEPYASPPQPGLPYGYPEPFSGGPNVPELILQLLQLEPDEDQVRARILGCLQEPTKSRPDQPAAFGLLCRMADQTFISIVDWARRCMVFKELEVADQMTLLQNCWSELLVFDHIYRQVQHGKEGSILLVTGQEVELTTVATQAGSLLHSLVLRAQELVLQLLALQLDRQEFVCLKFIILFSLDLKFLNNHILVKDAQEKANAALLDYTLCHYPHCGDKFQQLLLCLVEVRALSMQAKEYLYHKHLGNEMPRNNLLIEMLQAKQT
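Test system: CHO-K1 cells with Gal4–hSF-1 LBD chimera plus Gal4-driven luciferase; Input: 4,000 cells/well; Compound: 10 µM only; Times: 20 h compound treatment, 37 °C; Measured by: steady-glow luciferase luminescence, read after 15 min reagent incubation; Measure: percent activation versus DMSO; Control set: DMSO and mock-transfected background; Replicates: one test per compound.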
NADH coupling = inhibitors of PK/LDH coupling enzymes, profiling panel, artefact control, biochemical, MLSMR library; coupled PK/LDH NADH assays, four targets; IC50, µM (titrated, usually from 10 µM), without a hit: top-dose inhibition; actives 0.02% (n = 65,000); AID 774, 2007;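 active = single-dose screening hits from any of four coupled enzyme assays that gave an IC50 when retested across doses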;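 note: the DPM-DC format reads NADH fluorescence rather than 340 nm absorbance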
Numbers without * were called inactive; / = no result given; [ ] = dose if it differs, or a comment. The order is random. About 15% of those tested had a hit in this group.

SMILES	M1 antagonist	Ec RNAP inh	M1 ag	Fluor 339 460	Ecoli tolC	RORA act	TNAP act DEA	SF1 activator	NADH coupling
CN(C)S(=O)(=O)N(CCN1CCOCC1)Cc1ccccc1F	0.0026	/	-0.39	1.1	-6	5	0.9	-12	4%
COCCn1nnnc1C(c1cc2cc(OC)ccc2[nH]c1=O)N1CCC(Cc2ccccc2)CC1 (stereo not drawn)	-0.02	8	-0.64	2.1*	41	6	0.9	-8	8%
O=C(CCN1Cc2ccccc2C1)c1ccc2c(c1)OCCO2	-1.5	-7	-0.54	1.1	3	31	0.9	-14	3%
CCCN(CCC)C(=O)C1c2ccccc2Oc2ccccc21	0.52	3	2.5	1.1	18	-20	1	-19	3%
O=C(CCCn1c(=O)c2sccc2n(CC(=O)NCc2ccco2)c1=O)NCc1ccco1	0.39	4	0.0034	1	-7	-1	1	-10	3%
CC(=O)Nc1ccc(S(=O)(=O)c2ccc(N)cc2)cc1N	-0.053	0	-0.39	1.1	-29	-3	1	-6	11%
CCOc1c(CNCCNC(=O)c2nonc2N)cccc1OC	-0.5	4	-1.1	1.1	-13	-22	0.9	12	6%
O=C(CCCCn1c(=S)[nH]c2ccsc2c1=O)NCc1ccco1	0.037	9	0.49	1.1	1	3	1	9	6%
Cc1cccc(C2N(c3nccs3)C(=O)C3CCCN32)c1 (stereo not drawn)	-0.19	9	0.59	1.1	-16	11	1	-1	6%
CCNC(=O)CC1C(=O)N(c2ccc(C)cc2)C(=O)N1Cc1ccccn1 (stereo not drawn)	-0.5	-7	-0.67	1.2	-11	-7	0.9	9	6%
Cc1ccc(NC(=O)CCn2c(=O)oc3ccccc32)c(C)c1	0.091	5	0.42	1.1	-13	-5	1	2	7%
COc1ccc(CNC(=O)c2c(O)c3cccc4c3n(c2=O)CCC4)cc1OC	0.85	4	1.3	1.2	4	-15	0.9	4	4%

2 entries picked at random from those above, as already listed:
SMILES	M1 antagonist	Ec RNAP inh	M1 ag	Fluor 339 460	Ecoli tolC	RORA act	TNAP act DEA	SF1 activator	NADH coupling
CCNC(=O)CC1C(=O)N(c2ccc(C)cc2)C(=O)N1Cc1ccccn1 (stereo not drawn)	-0.5	-7	-0.67	1.2	-11	-7	0.9	9	6%
Cc1cccc(C2N(c3nccs3)C(=O)C3CCCN32)c1 (stereo not drawn)	-0.19	9	0.59	1.1	-16	11	1	-1	6%

Next structures.
SMILES	M1 antagonist	Ec RNAP inh	M1 ag	Fluor 339 460	Ecoli tolC	RORA act	TNAP act DEA	SF1 activator	NADH coupling
Cc1ccccc1-n1c(=O)cc(N2CCN(C(=O)c3ccco3)CC2)[nH]c1=O	0.24	0	-0.69	1	-17	-3	0.9	11	1%
CCSc1nc2c(c(=O)[nH]c(=O)n2C)n1C/C=C(/C)Cl	0.26	-2	-0.037	1.1	13	6	1	-9	3%
COc1ccc(N(CC(=O)Nc2ccc3c(c2)OCO3)S(=O)(=O)c2c(C)nn(C)c2C)cc1	0.62	7	0.047	1	-4	-2	0.8	-2	3%
C=CCn1c(O)c(CN2CCN(Cc3ccccc3)CC2)c(C)c(C#N)c1=O	-0.035	8	-0.054	1.3	-15	2	1	1	3%
CC(=O)N(CC(=O)O)c1ccccc1C(=O)O	-0.39	0	-0.75	1.1	-6	/	1	/	3%
O=C(NCCCn1ccnc1)c1noc2c1CCCC2	-1	3	-0.5	1.1	-13	-7	0.9	5	3%
COc1ccc(NC(=O)Nc2nnc(N3CCCCC3C)s2)cc1OC (stereo not drawn)	-0.45	-1	1.1	1.1	0	-1	0.9	-2	7%
CCN(CC)CCCN1C(=O)C(O)=C(C(=O)c2cccs2)C1c1ccccn1 (stereo not drawn)	-0.79	9	-0.46	1.1	-13	0	0.9	-7	6%
COc1cc2c(cc1NC(=O)c1cncc(Br)c1)oc1ccccc12	-0.2	3	0.37	1.4	-7	12	0.9	2	5%
Cc1ccc(S(=O)(=O)N2CCN(c3nc(C)c4c(c3C#N)CC(C)(C)OC4)CC2)cc1	-0.11	/	-0.34	1.4	16	-42	0.9	-5	5%
COc1ccccc1N1CCN(C(=O)c2ccc(CS(=O)(=O)c3ccccc3OC)o2)CC1	-0.71	2	4.5*	1.1	5	-13	0.9	-13	2%
CN(C)C(=O)N1CCC(C(=O)NCC2CCCO2)CC1 (stereo not drawn)	-0.046	1	-0.81	1.1	0	11	1	10	4%
Cc1ccc(OCc2nnc(SCC(=O)NCc3ccccc3)n2C)cc1	0.7	8	0.054	1.1	-6	-10	0.9	15	7%
COc1ccccc1N1CCN(C(=O)COc2ccc(Cl)cc2Br)CC1	-0.18	/	-0.24	1.1	36	0	0.9	-22	2%
COC(=O)c1cc(COC(=O)c2ccc3ccccc3n2)oc1C	-0.088	0	-0.98	1	8	1	1	-4	6%
COC(=O)c1ccc2c(c1)NC(=O)C(N1CCCC1)S2 (stereo not drawn)	0.29	11	-1	1.1	2	-9	0.9	5	4%
Cc1cccc(N2CCN(c3nc4ccccc4n4cnnc34)CC2)c1C	0.36*	5	0.59	1.9	20	-3	0.9	3	4%
CCOC(=O)c1cc2sccc2n1CC(=O)N1c2ccccc2CC1C (stereo not drawn)	-0.046	-4	-0.53	1.2	-11	-11	1	-14	7%
O=C(CCC(=O)N1CCCc2ccccc21)N1CCN(S(=O)(=O)c2ccccc2)CC1	0.0099	3	-0.46	1.1	2	-2	0.9	-2	4%
O=C(c1nnc(Cc2ccc(Cl)cc2)o1)N1CCOCC1	0.099	7	0.017	1.1	-18	-15	0.9	15	0%
CCN1CCn2c3c(c4cc(C)ccc42)CCCC31 (stereo not drawn)	0.0031	-1	0.026	1.1	0	-9	0.9	1	5%
CCOC(=O)C1C2C=CC3(CN(Cc4ccco4)C(=O)C13)O2 (stereo not drawn)	0.074	11	0.098	1	-14	-8	0.9	-7	2%
CCN1C(=O)/C(=C2/Sc3ccc(OC)cc3N2C)SC1=Nc1ccc(C(C)=O)cc1	0.36	-5	0.005	1.1	-11	7	0.9	8	11%
CSc1cccc(NC(=O)CSc2nc3ccccc3o2)c1	-3.3*	-5	-0.012	1	36	6	0.9	13	3%
COc1ccc(-c2cn3cc(C)ccc3n2)cc1OC	0.33	6	2.2*	2.5*	-5	-13	0.9	20	2%[fluoresces]
CCN(C(=O)CCc1nc(-c2ccccc2F)no1)c1cc(OC)ccc1OC	-0.59	4	0.73	1	8	-19	1	-4	10%
CCCS(=O)(=O)NCc1cn2cccc(C)c2n1	0.56	/	1.1	1.1	5	-5	/	8	5%
c1ccc(CCCc2nc(-c3ccccn3)no2)cc1	-1.7	-3	-0.33	1.1	11	50*	0.9	57*	4%
Cc1ccccc1-c1nc(CS(=O)CC(=O)NCCN2CCN(Cc3ccccc3)CC2)c(C)o1 (stereo not drawn)	-1.6	4	-0.89	0.85	5	24	1	-1	6%
Cc1nn(-c2ccccc2)c(C)c1C(=O)OCC(=O)N1CC(=O)Nc2ccccc21	0.33	4	-0.15	1	-4	8	0.9	-1	5%
Cc1cc(-c2ccccc2)nc2[n+]1CCN2C	-1.2	-2	-0.64	1.6	-2	-6	1	-1	10%
CNc1oc(Cc2cccc3ccccc23)nc1C#N	0.061	6	-0.95	1.8	39	-20	0.9	4	10%
Cc1c(Br)cc(-c2nnco2)cc1Br	-0.18	7	0.18	1.1	6	-15	0.9	-13	6%
CC(C)OC(=O)C1C2C=CC3(CN(C(C)c4ccc(Br)cc4)C(=O)C13)O2 (stereo not drawn)	0.48	5	-0.31	1.1	1	-3	0.9	20	5%
N#Cc1cc(Sc2ccccn2)c(Sc2ccccn2)cc1C#N	1.2	2	-1.1	1.1	-9	8	0.9	6	3%
O=C(CCC1COc2ccccc2O1)Nc1ccc(Cl)cn1 (stereo not drawn)	-0.95	8	0.73	1.1	18	2	0.9	-17	2%

Entries listed so far that contain a cyano group (4):
SMILES	M1 antagonist	Ec RNAP inh	M1 ag	Fluor 339 460	Ecoli tolC	RORA act	TNAP act DEA	SF1 activator	NADH coupling
C=CCn1c(O)c(CN2CCN(Cc3ccccc3)CC2)c(C)c(C#N)c1=O	-0.035	8	-0.054	1.3	-15	2	1	1	3%
Cc1ccc(S(=O)(=O)N2CCN(c3nc(C)c4c(c3C#N)CC(C)(C)OC4)CC2)cc1	-0.11	/	-0.34	1.4	16	-42	0.9	-5	5%
CNc1oc(Cc2cccc3ccccc23)nc1C#N	0.061	6	-0.95	1.8	39	-20	0.9	4	10%
N#Cc1cc(Sc2ccccn2)c(Sc2ccccn2)cc1C#N	1.2	2	-1.1	1.1	-9	8	0.9	6	3%

Continuation.
SMILES	M1 antagonist	Ec RNAP inh	M1 ag	Fluor 339 460	Ecoli tolC	RORA act	TNAP act DEA	SF1 activator	NADH coupling
COc1cccc(-c2nc(CS(=O)(=O)CC(=O)Nc3cccc(C)c3C)c(C)o2)c1	-0.18	3	-0.055	1.1	-2	8	0.9	-2	1%
O=C(Cn1nnc2c(cnn2-c2ccccc2)c1=O)N1CCN(c2ccccc2F)CC1	-1	/	-0.48	1.1	49	-9	1	-1	7%
CC1CCCCN1CCCNC(=O)C1CCN(c2nc3ccccc3o2)CC1 (stereo not drawn)	-4.1*	8	-0.38	0.96	-16	7	0.9	13	11%
CCOC(=O)c1ccccc1NC(=O)COc1ccccc1	-0.28	7	-0.33	1.1	39	-3	0.8	-5	0%
Cc1nc2ccc(S(=O)(=O)NCC(=O)NCc3ccc4c(c3)OCO4)cc2s1	-0.75	13	0.46	1.1	-7	-9	0.9	-1	2%
C/C(Cl)=C/Cn1c(SCCN2CCOCC2)nc2c1c(=O)[nH]c(=O)n2C	-0.48	-2	-0.13	1.2	2	1	0.9	-11	3%
COc1ccc(C2Oc3ccccc3N2C(C)=O)cc1 (stereo not drawn)	0.025	7	-0.34	1.1	-3	10	0.9	7	3%
O=C(NCc1ccco1)C(c1ccccc1F)N(Cc1cccnc1)C(=O)Cn1nnc2ccccc21 (stereo not drawn)	-0.69	3	0.79	1.1	12	-6	0.9	-13	0%
CCc1ccc(NC(=O)CS(=O)CC(=O)NCC2OCCc3ccccc32)cc1 (stereo not drawn)	-0.19	1	-0.45	1.1	12	-2	0.9	5	1%
O=C(CSc1nnnn1-c1ccc2c(c1)OCCO2)N1CCc2ccccc21	0.58	-6	-0.94	1.1	-14	8	0.9	11	6%
COc1ccc(NC(=O)CSc2nnc(-c3ccccc3Cl)n2Cc2ccco2)c(OC)c1	0.083	5	0.2	1.1	31	20	1	6	4%
COc1ccc(NC(=O)NC2(C(=O)N3CCCCCC3)CCCCC2)cc1	0.31	2	0.11	1.1	6	-1	1	-12	5%
COc1ccc(N2CCCn3c2nc2c3c(=O)n(CCCc3ccccc3)c(=O)n2C)cc1	0.44	11	2.1	1.1	13	-3	0.9	2	3%
C=CCn1c(SCc2csc(C)n2)nc2scc(-c3ccc(C)o3)c2c1=O	-0.33	10	0.31	1.2	2	-6	0.9	-7	4%
O=C(c1cc2c(s1)CCCC2)N1CCN(C(=O)C2CCCO2)CC1 (stereo not drawn)	-0.33	3	0.15	1.1	-3	-11	1	-9	2%
Cc1cccc(NC(=O)CSc2nc3c(c(=O)[nH]2)CCC3)c1C	1	3	0.31	1.1	-2	-1	1	4	4%
